Compound activity deposited in PubChem BioAssay by several laboratories.
MEP2 TOR yeast = alters MEP2-GFP fluorescence in TOR pathway yeast screen; GFP response vs DMSO, % at 10 µM; 0.51% of 330,000 active; S. cerevisiae MEP2-GFP strain, flow cytometry GFP, 3 h; 100% = DMSO control level;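 active means GFP response versus DMSO above a set limit, roughly screen mean plus 3 SD, cut at about 180% in these data; inconclusive means fewer than 70 cells counted for a yeast strain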;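 further: median GFP fluorescence of the barcode-gated MEP2-GFP cells per well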
AHR act = activators of human aryl hydrocarbon receptor; P35869; AHR-responsive luciferase reporter cells, luminescence; activation, % at 5 µM; 2.5% of 320,000 active; in the data active means activation above about 47%;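 further: 0% = vehicle wells and 100% = reference agonist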
CR mimetic SO = yeast age-related superoxide inhibition as caloric restriction mimetic; S. cerevisiae aged cells, superoxide DHE fluorescence; stronger effect = lower value; superoxide response (% of plate mean), % at 10 µM; 0.18% of 330,000 active;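 active means superoxide response under a set limit, about three screen SD below normal, cut at about 65% in these data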;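 further: yeast aged for seven days with compound at 30 °C before DHE staining; 100% = average MFI of all compound-treated wells on the plate with controls excluded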
RPL19A TOR yeast = yeast TOR pathway RPL19A-GFP modulation | S. cerevisiae RPL19A-GFP strain, flow cytometry, 3 h; stronger effect = lower value | percent response vs DMSO, % at 10 µM | 0.3% of 330,000 active;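 active means percent response vs DMSO below 50%; inconclusive means fewer than 70 events counted for the yeast strain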;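 further: median channel GFP fluorescence of the barcoded RPL19A-GFP strain; ratio of sample median GFP to plate DMSO average so 100% = DMSO; lower means less RPL19A-GFP as with rapamycin TOR inhibition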
LAP4-GFP MLPCN = alters LAP4-GFP fluorescence in TOR pathway yeast screen; GFP response vs DMSO, % at 10 µM; 0.34% of 320,000 active; S. cerevisiae LAP4-GFP multiplex, flow cytometry GFP, 3 h; median GFP as percent of DMSO wells; AID 2023;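 active means GFP response vs DMSO above a set limit, about the screen mean plus 3 SD, cut at about 150% in these data; inconclusive means under 70 cell events counted for the yeast strain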
procasp7 counter = counter-screen: procaspase-7 (human) activation; recombinant procaspase-7, Ac-DEVD-pNA absorbance 405 nm; D23A/D198A/D206A triple mutant, cannot self-cleave; scale: DMSO 0, 5 µM enzyme 100; AID 463210; activation, % at 8.5 µM; 0.093% of 330,000 active;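 active means percent activation above the screen-wide mean plus 3 SD, cut at about 25% in these data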
Target sequence (P55210 whole entry D23A/D198A/D206A): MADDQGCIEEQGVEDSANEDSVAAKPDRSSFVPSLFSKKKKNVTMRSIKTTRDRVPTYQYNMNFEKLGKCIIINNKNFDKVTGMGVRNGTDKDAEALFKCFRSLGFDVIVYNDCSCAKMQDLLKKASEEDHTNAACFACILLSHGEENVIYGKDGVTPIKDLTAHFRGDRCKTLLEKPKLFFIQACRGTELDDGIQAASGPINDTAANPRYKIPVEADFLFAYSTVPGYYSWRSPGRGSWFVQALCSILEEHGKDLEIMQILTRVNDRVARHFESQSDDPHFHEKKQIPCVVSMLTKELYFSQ
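Detection: p-Nitroaniline absorbance at 405 nm, read at 0 and 120 min; system: Uncleavable procaspase-7 mutant enzyme; evaluation: % activation from two-timepoint absorbance difference, scaled to controls; times: 1 h enzyme–compound preincubation and 2 h substrate reaction, both 25 °C; buffer or medium: Zinc-free HEPES pH 7.4 with 300 mM NaCl, 0.01% Triton X-100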
GASC-1 inh = inhibitors of human GASC-1 (JMJD2C) demethylase; inhibition, % at 2.35 µM; GST-JMJD2C(1-420) H3K9me3 demethylation, DELFIA europium; Q9H3R0; 0.069% of 330,000 active;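 active means more than half of a compound's replicate wells show inhibition beyond 50%, single wells judged on their own value; inconclusive means some, but no more than half, of replicates pass 50% inhibition; inactive means no replicate passes 50% inhibition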;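 further: signal counts dimethyl H3K9 product captured on neutravidin plate; 0% = median of DMSO wells and 100% = 0.3 times that DMSO median; strong numbers were not always called active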
Target sequence (Q9H3R0 1-420 limits assumed): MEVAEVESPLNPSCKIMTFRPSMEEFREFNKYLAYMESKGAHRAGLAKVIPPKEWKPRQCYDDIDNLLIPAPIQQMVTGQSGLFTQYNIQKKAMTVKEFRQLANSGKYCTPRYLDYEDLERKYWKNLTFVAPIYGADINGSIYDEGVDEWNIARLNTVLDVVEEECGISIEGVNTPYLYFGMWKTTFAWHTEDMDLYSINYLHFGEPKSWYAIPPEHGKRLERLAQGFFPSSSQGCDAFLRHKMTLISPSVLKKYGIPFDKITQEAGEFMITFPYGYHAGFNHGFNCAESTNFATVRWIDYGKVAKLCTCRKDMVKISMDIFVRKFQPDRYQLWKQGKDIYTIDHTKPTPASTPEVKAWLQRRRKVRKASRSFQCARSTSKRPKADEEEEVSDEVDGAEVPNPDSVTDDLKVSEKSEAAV
procasp3 activ = activates human procaspase-3; P42574; recombinant procaspase-3 D3A, Ac-DEVD-pNA absorbance 405 nm; activation, % at 8.5 µM; 0.11% of 330,000 active; AID 463141;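 active means activation above the mean of all tested compounds plus 3 SD, cut at about 21% in these data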;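 further: 0% = DMSO alone and 100% = DMSO wells spiked with extra 5 µM PC-3 D3A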
Target sequence (P42574 whole entry D9A/D28A/D175A): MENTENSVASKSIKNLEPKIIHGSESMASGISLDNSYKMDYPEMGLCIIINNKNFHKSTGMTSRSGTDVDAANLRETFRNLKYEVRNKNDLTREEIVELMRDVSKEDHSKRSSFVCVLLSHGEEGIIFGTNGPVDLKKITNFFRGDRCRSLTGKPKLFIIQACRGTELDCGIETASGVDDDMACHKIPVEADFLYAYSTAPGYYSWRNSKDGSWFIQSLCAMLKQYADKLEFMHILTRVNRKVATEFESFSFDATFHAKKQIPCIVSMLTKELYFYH
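Assay system: Procaspase-3 D3A mutant, all three cleavage aspartates alanine. Buffer or medium: Zinc-free HEPES saline buffer with Triton X-100. Times: 1 h compound preincubation, 2 h substrate hydrolysis at 25 °C. Measured by: 405 nm absorbance of p-nitroaniline, reads at 0 and 120 min. Read-out basis: percent activation relative to control range. Replicates: singlicate.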
Starred values were filed as active, the others as inactive; ? = inconclusive; · = no result given; & = joins results of further samples; [ ] = remark or other dose. Rows were taken by chance. About 3.8% of those tested had a hit in this group.

Results follow in this order: RPL19A TOR yeast, AHR act, procasp3 activ, CR mimetic SO, procasp7 counter, MEP2 TOR yeast, LAP4-GFP MLPCN, GASC-1 inh
- COc1ccc(-c2nn(-c3ccccc3)cc2C(=O)N2CCOCC2)cc1
 : 98, 15, 4, 88, 9, 101, 100, -2
- O=C(OCC(=O)N1CCc2ccccc21)[C@@H]1CC(O)CN1S(=O)(=O)c1ccccc1[N+](=O)[O-] (stereo not given in full)
 : 96, 8, 7, 115, 3, 97, 93, 2
- CCCCn1c(N)c(N(CC)C(=O)c2cc(Br)ccc2Cl)c(=O)[nH]c1=O
 : 95, 2, 8, 106, 10, 103, 93, -3
- O=C(COC(=O)c1ccc(S(=O)(=O)N2CCOCC2)cc1)Nc1ccccc1F
 : 104, 1, -3, 103, -5, 97, 101, 4
- CCC(C)(C(=O)NC1CCCC1)N(C(=O)CNC(C)=O)c1ccccc1 (stereo not given)
 : 97, -2, 3, 97, 11, 91, ·, 14
- Cc1c(Cl)cccc1NC(=S)NC1CC1
 : 102, 1, 5, 100, -4, 101, 94, 5
- CN(C)CCCN1C(=O)c2oc3ccc(Cl)cc3c(=O)c2C1c1cccnc1 (stereo not given)
 : 102, 24, -11, 106, -34, 97, 98, 6
- CCOc1ccc(N2CC(C(=O)Nc3nnc(Cc4ccc(OC)cc4)s3)CC2=O)cc1 (stereo not given)
 : 97, 4, -4, 105, -2, 92, 99, 35
- Nc1cc(=O)[nH]c(SCCOc2ccccc2)n1
 : 105, 3, -3, 87, 4, 100, 99, 5
- NC(=O)CSc1nc(C2CC2)nc2sc3c(c12)CCCC3
 : 94, 4, 5, 94, 11, 91, 85, -4
- CCOC(=O)C1=C(COC(=O)Cc2ccccc2F)NC(=O)NC1C (stereo not given)
 : 100, 2, -2, 107, 8, 103, 99, 5
- O=C(NNC(=S)Nc1ccc(Br)cc1)c1cccnc1
 : 97, 2, 0, 87, -2, 102, 111, 14
- CC1=C(C(=O)OC2CCCCC2)C(c2cccc([N+](=O)[O-])c2)NC(=O)N1 (stereo not given)
 : 107, 1, 1, 96, 8, 103, 92, -5
- Cc1cc(NC(=O)CSc2nnnn2-c2ccccc2F)no1
 : 63[may fluoresce violet], 6, -1, 91, -3, 256*[may fluoresce violet], 89[may fluoresce violet], -2
- Cc1ccc(C(=O)CSc2nnc(CNc3ccc(C)cc3C)n2Cc2ccco2)cc1
 : 99, 16, 1, 92, 4, 96, 112, -1&-14
- Cc1ccc(C(=O)NCCC(=O)N2CCCC2)cc1
 : 103, 5, 4, 95, 11, 102, 86, -5
- Cc1ccc(NC(=O)CN(C)C(=O)CSc2nc(C)cc(C)n2)cc1
 : 102, 4, -5, 103, 4, 112, 117, -4
- Cc1cnc(C(=O)OCC(=O)N=c2sccn2Cc2ccccc2Cl)cn1
 : 93, 0, -1, 103, 3, 93, 91, -1
- COC(=O)C(C)SC1=N/C(=C/c2ccc(-n3cncn3)cc2)C(=O)N1 (stereo not given)
 : 101, 8, 2, 109, 6, 91, 95, 0
- Cc1cc(Br)cc(Br)c1OCC(=O)NNC(=O)c1ccoc1C
 : 86, -2, 0, 99, 0, 89, 100, 11
- Cc1cc2ccccc2n1CCNC(=O)c1ccc(S(=O)(=O)N2CCCCC2)cc1
 : 95, 6, 8, 93, 6, 94, 106, 4
- C#CCNC(=O)C1=C[C@H](c2ccc(C(F)(F)F)cc2)[C@@H](CCCO)[C@H](OCC)O1
 : ·, 5, 3, ·, 1, ·, ·, 6
- CCCc1c(C(=O)OCC)[nH]c2c1C(=O)CCC2
 : 100, 6, 3, 97, 10, 101, 105, 15
- CCOc1ccc(C2c3[nH]c4ccccc4c3CCN2C(=O)Cn2cncn2)cc1 (stereo not given)
 : 96, 68*, -4, 100, -7, 96, 93, -18
- Cc1c(CC(=O)O)c(=O)oc2cc3occ(-c4ccc(F)cc4)c3cc12
 : 95, 0, 2, 91, -2, 94, 105, 16
- O=C1/C(=C/c2cccnc2)SC(=S)N1N1CCOCC1
 : 100, -2, -10, 96, -14, 100, 112, -7
- O=C1c2[nH]nc(-c3ccccc3O)c2C(c2ccc(F)cc2)N1Cc1ccco1 (stereo not given)
 : 97, 11, -5, 102, -8, 97, 92, -19
- Cc1cc(-c2ccccc2)n(-c2ccc(C(N)=O)cc2)n1
 : 106, -1, 7, 101, 6, 106, 93, 0
- O=C(CCNS(=O)(=O)c1ccc(OC(F)(F)F)cc1)NCCc1c[nH]c2ccccc12
 : 109, 22, 4, 102, -8, 109, 105, 4
- C/C(=N\NC(=O)C1CC1)c1ccc(C)c(C)c1
 : 109, ·, ·, 98, ·, 101, 70, 6
- COc1ccc(CN2C(=O)c3ccccc3C2C(=O)NCC2CCCO2)c(OC)c1 (stereo not given)
 : 108, -1, 7, 83, 9, 120, 91, 13
- CC(C)c1ccccc1NC(=S)NCc1ccccc1F
 : 101, 2, 6, 76, -14, 98, 104, 0
- CCOC(=O)c1c(NC(=O)CSc2nc3ccccc3c(=O)n2-c2ccc(F)cc2)sc(C(C)=O)c1C
 : 108, -1, 10, 84, 7, 106, 84, 9
- O=C(CCn1c(=O)oc2ccccc21)NC1=NCCS1
 : 100, 7, 3, 110, -4, 93, 93, -4
- O=C(CC(CC(=O)c1ccccc1)C(=O)O)c1ccccc1
 : 111, 1, -6, 108, -2, 111, 102, 7
- Cc1onc(-c2ccccc2Cl)c1C(=O)NCc1ccccc1
 : 99, 1, 3, 84, -3, 102, 96, -4
- Cc1c(Cl)cnn1CC(=O)NC1C(=O)N2C(C(=O)O)=C(CSc3nnnn3C)CSC12 (stereo not given)
 : 103, 0, -10, 105, -23, 98, 107, 3
- COc1ccccc1CC(NC(C)=O)C(=O)N1CCN(C(=O)Nc2ccccc2Cl)CC1 (stereo not given)
 : 99, -1, 0, 92, 0, 101, 102, 3
- Cc1ccc(SCC(=O)Nc2cccc(C(=O)NC(C)(C)C)c2)cc1
 : 87, 1, -2, 95, -3, 100, 104, -67
- Cc1ccc(S(=O)(=O)/N=C(/Sc2ccccc2C(=O)O)c2ccccc2)cc1
 : 98, 0, -2, 113, -3, 97, 98, -12
- O=C(CN1C(=O)CSC1=O)Nc1ccccc1F
 : 97, 0, -10, 103, -9, 101, 109, 3
- O=CN1CCCN(C(=O)CC2C(=O)NCCN2Cc2cccc(Oc3ccccc3)c2)CC1 (stereo not given)
 : 101, 5, -2, 78, -11, 100, 101, 49
- Cc1ccc2c(c1)C(O)(CC(=O)c1ccc3c(c1)OCO3)C(=O)N2 (stereo not given)
 : 89, 2, 5, 102, 0, 111, 101, -16
- COc1cccc(CN2CC(C(=O)NCCCn3ccnc3C)CCC2=O)c1 (stereo not given)
 : 101, -1, 3, 107, 2, 99, 98, 4
- N#Cc1cn(Cc2ccncc2)c(=O)[nH]c1=O
 : 103, -2, -3, 87, -9, 103, 107, 3
- CC(Oc1cc2oc(=O)c3c(c2cc1Cl)CCC3)C(=O)NCc1ccccn1 (stereo not given)
 : 104, 6, 1, 108, 3, 102, 95, 0
- Cc1cc(NN)nc(NS(=O)(=O)c2ccccc2Cl)n1
 : 96, 9, 8, 96, 17, 108, 114, 8
- Cn1cnnc1SCC(=O)NCCC(c1ccccc1)c1ccccc1
 : 101, -2, -6, 112, 3, 105, 97, -3
- O=C(CSc1nncs1)Nc1ccc2c(c1)OCCO2
 : 103, 31, -5, 95, 0, 102, 102, -5
- Cc1occc1-c1nnc(SCC(=O)N2CCN(c3ccccc3F)CC2)n1C
 : 107, 3, 6, 72, 5, 102, 96, -1
- CC1(c2ccc(Cl)cc2)NC(=O)N(CC(=O)NC2CCCCC2)C1=O (stereo not given)
 : 100, 0, -5, 126, -1, 104, 89, 1
- CN(C)C(=O)N1CCC(C(=O)NCc2ccccc2)CC1
 : 96, -2, 0, 106, 0, 103, 89, 10
- Cc1cccc(CSc2cn(CC(=O)N3CCOCC3)c3ccccc23)c1
 : 104, 26, -3, 92, 0, 93, 91, 6
- O=C(COC(=O)c1cccc(OC(F)F)c1)NCC1CCCO1 (stereo not given)
 : 99, 0, 3, 96, 4, 103, 91, -3
- Cc1nn(C(=O)c2ccco2)c(C)c1Sc1ccc([N+](=O)[O-])cc1
 : ·, 3, 3, 95, -3, 108, 100, 4
- COC(=O)C(Cc1ccc(O)cc1)NC(=O)C12CC3CC(CC(C3)C1)C2 (stereo not given)
 : 97, -1, -11, 103, 11, 89, 83, -2
- CCOc1ccccc1NC(=O)C1CCN(C(=O)c2cccs2)CC1
 : 93, 5, 3, 104, 3, 96, 96, 1
- COc1ccc(S(=O)(=O)NCC2CCCN(C(=O)C3CCCC3)C2)cc1 (stereo not given)
 : 93, 1, -2, 101, 0, ?, 87, -3
- O=C(O)c1ccc(NS(=O)(=O)c2ccc(N3CCCC3)c([N+](=O)[O-])c2)cc1
 : 108, -1, -10, 111, 7, 90, 100, 2
- CCOC(=O)CCC(=O)NCc1ccc2[nH]c(C)cc2c1
 : 98, 0, 4, 86, -11, 98, 101, 20

(more compounds)
Results follow in this order: RPL19A TOR yeast, AHR act, procasp3 activ, CR mimetic SO, procasp7 counter, MEP2 TOR yeast, LAP4-GFP MLPCN, GASC-1 inh
- C=CCn1c(SCC(=O)Nc2ccc(N3CCOCC3)cc2)nnc1-c1ccncc1
 : 107, 20, -7, 94, -1, 109, 81, -9
- Cc1cc(C)c(NC(=O)CN2C(=O)CC(C)S(=O)(=O)c3ccccc32)c(C)c1 (stereo not given)
 : 105, 2, 1, 79, -2, 105, 112, 2
- COc1ccc(-c2c(-c3ccsc3)oc(=O)c3cc(OC)c(OC)cc23)cn1
 : 102, 2, -8, 110, -5, 106, 116, ·
- COc1ccc(CNCC(=O)Nc2ccccc2-n2cccc2)cc1
 : 97, 2, 4, 104, 11, 93, 110, -22
- S=c1[nH]nc(-c2ccccc2)n1/N=C/c1c[nH]c2ccccc12
 : 96, 25, 1, 96, -10, 103, 91, -5
- Cc1cccc(NC(=S)N2N=CCC2c2ccccc2)c1 (stereo not given)
 : 99, 3, -8, 92, 12, 104, 102, -2
